# E coli growth – reduces bacterial viability in AddAB counter-screen; 0.27% of 330,000 active; inhibition, % at 11.9 µM; E. coli V3065 growth, OD600 absorbance, 18 h; AID 449728;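 active means inhibition above the campaign's mean inhibition across all tested compounds plus 3 SD, cut at about 9.9% in these data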;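 further: uninfected addAB+ strain grown without phage in ampicillin broth; 0% = DMSO wells and 100% = ciprofloxacin 0.95 µg/ml wells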
# MITF act – MITF TRPM1 promoter activation in melanoma cells | SK-MEL-5 TRPM1-promoter luciferase, 24 h; % of positive control, neutral wells = 0 | AID 588334 | 0.75% of 300,000 active | activation, % at 12.5 µM;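 active means mean activation of at least 80% with every replicate also reaching 80%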;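 further: 0% = neutral control wells and 100% = parthenolide positive control wells; values of inactives mirror those of a sister screen read the other way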
# phage Ecoli inh – E. coli growth loss with phage present. growth absorbance. inhibition, % at 11.9 µM. 0.26% of 360,000 active. AID 651602; in the data active means inhibition above about 11%
# Tat transport – inhibitors of E. coli Tat protein transport; inhibition, % at 10 µM; AID 488895; E. coli MC4100 TorA-mCherry Tat export, fluorescence; 0.036% of 340,000 active;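 active means mean replicate inhibition at least 50% and at least half of replicates individually reaching 50%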;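 further: exported cargo escapes ClpAP degradation while cytoplasmic cargo is degraded and loses fluorescence; 0% = median of neutral control wells and 100% = median of NaSCN control wells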
# SR-BI DiI inh – inhibitors of mouse SR-BI mediated HDL lipid uptake; ldlA[mSR-BI] CHO cells, DiI-HDL uptake fluorescence, 3 h; 0.96% of 320,000 active; AID 488896; Q61009; inhibition, % at 12.5 µM;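 active means mean replicate inhibition of at least 70% and a set share of replicates each scoring 70 or more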;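 further: 0% = median of neutral control wells and 100% = median of positive control wells; values of inactives mirror those of a sister screen read the other way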
# Target sequence (Q61009 whole entry, looked up): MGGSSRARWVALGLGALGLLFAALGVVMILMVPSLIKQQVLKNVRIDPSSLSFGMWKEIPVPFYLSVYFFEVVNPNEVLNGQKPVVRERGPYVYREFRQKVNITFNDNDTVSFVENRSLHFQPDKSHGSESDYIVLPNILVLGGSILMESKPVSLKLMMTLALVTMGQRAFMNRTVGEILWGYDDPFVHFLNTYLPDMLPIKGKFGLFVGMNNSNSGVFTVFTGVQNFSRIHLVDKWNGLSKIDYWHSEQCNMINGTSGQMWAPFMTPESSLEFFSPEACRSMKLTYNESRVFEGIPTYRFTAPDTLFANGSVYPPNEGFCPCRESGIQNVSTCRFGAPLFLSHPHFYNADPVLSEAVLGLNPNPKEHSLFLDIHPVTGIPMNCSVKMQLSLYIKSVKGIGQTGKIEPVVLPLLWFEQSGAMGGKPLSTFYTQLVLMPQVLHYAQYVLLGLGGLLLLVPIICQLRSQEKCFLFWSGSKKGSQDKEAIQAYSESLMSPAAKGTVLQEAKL
# CAL PDZ FP-1 – human CAL PDZ-peptide interaction inhibition | inhibition, % at 20 µM | Q9HD26 | 0.02% of 330,000 active | AID 504414 | purified CAL PDZ, TMR-peptide fluorescence polarization, 1 h;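 active means highest replicate inhibition of at least 40%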;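 further: plate controls were DMSO neutral control wells for no effect and unlabeled competitor peptide control wells for full effect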
#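 System: purified tagged CAL PDZ domain construct (CerCALP). Schedule: 1 h incubation at room temperature before polarization reading. Medium: 25 mM sodium phosphate pH 7.4, 150 mM NaCl, TCEP, IgG, Thesit. Read-out: percent inhibition from loss of millipolarization. Measured by: FP readout, S and P plane fluorescence. Probe or stimulus: fluorescent TMR peptide probe.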
# CAL PDZ FP-2 – inhibitors of human CAL PDZ peptide binding; Q9HD26; inhibition, % at 24.9 µM; AID 602252; 0.92% of 300,000 active; purified CAL PDZ, TMR-peptide fluorescence polarization, 1 h;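 active means mean inhibition of at least 30% with at least half of replicates also reaching 30%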;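 further: 0% = DMSO neutral control and 100% = excess unlabeled competitor peptide PRC23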
# AddAB inh – less growth of phage-infected E. coli with AddAB | E. coli expressing H. pylori AddAB, absorbance growth | inhibition, % at 11.9 µM | 0.29% of 330,000 active | AID 435030; in the data active means inhibition above about 12%;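 further: 0% = vehicle wells of infected cells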
# SR-BI DiI-HDL act – SR-BI HDL lipid transfer activation | CHO ldlA[mSR-BI] cells, DiI-HDL uptake fluorescence, 3 h; 100 = double the neutral-control signal | activation, % at 12.5 µM | 0.096% of 320,000 active | AID 504775;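 active means mean replicate activation of at least 60% and every replicate at or above 60%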;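 further: 0% = median plate neutral-control signal and 100% = twice that signal; values of inactives mirror those of a sister screen read the other way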
#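 system = CHO ldlA[mSR-BI] cells, LDL receptor-null, SR-BI overexpressing | medium = Ham's F12 with 0.5% BSA, HEPES 25 mM, pH 7.4 | probe or stimulus = DiI-HDL 10 µg/mL | compound dosing = single-point compound dose | incubation = compound exposure 3 h, 37 °C | technique = DiI fluorescence, bottom read | read-out = cell-associated DiI fluorescence as measure of HDL uptake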
# Wnt bcat act – Wnt/beta-catenin pathway activation | Wnt/beta-catenin reporter cell assay, activator, plate reader | activation, % at 9.35 µM | 1.2% of 300,000 active | AID 743398; in the data active means activation above about 30%, passing the limit was not always enough;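 further: 0% = neutral control wells and 100% = positive control wells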
# An asterisk follows results filed as active; x = not tested or not shown.
SMILES,E coli growth,MITF act,phage Ecoli inh,Tat transport,SR-BI DiI inh,CAL PDZ FP-1,CAL PDZ FP-2,AddAB inh,SR-BI DiI-HDL act,Wnt bcat act
COc1cccc(-c2ccc3c(c2)C2CC3CCN2C(C)=O)c1 (centres undefined),x,6,4.4,3,x,-1.2,1,x,x,-1
CCc1nc2ccc(C(=O)N3CCN(CC)CC3)cc2nc1CC,-1.3,-2,-0.3,-8,-10,-0.9,-8,1.4,10,0
O=C(Nc1ccc(N2CCCCC2)cc1)c1ccc(F)cc1,0.8,x,5.9,0,-21,-2.0,0,3.1,21,8
NC(=O)CC(NC(=O)c1ccccc1)c1ccc(NC2CCCCC2)c([N+](=O)[O-])c1 (centres undefined),0.5,13,5.1,-7,6,-1.2,-1,2.9,-6,1
COc1ccccc1N/C=C(\C#N)c1nc2ccccc2[nH]1,0.1,-9,3.7,3,58,-2.3,-1,1.8,-58,-6
COc1ccc(OC)c(-n2c(C)nc3cc(C(=O)O)ccc32)c1,0.5,7,1.3,-19,-37,0.0,3,1.4,37,x
Cc1cccc(S(=O)(=O)NCCc2cn3ccccc3n2)c1,0.5,19,4.6,-1,-30,-2.3,3,4.0,30,-1
COC(=O)c1cccc(NC(=O)c2cc3ccccc3o2)c1,-0.3,66,-0.1,-4,23,-5.1,-3,2.2,-23,15
Cc1ccc(S(=O)(=O)N2CCN(C(=O)CSc3ncn[nH]3)CC2)c(C)c1,0.6,-3,3.9,2,4,-3.7,-5,-1.5,-4,1
O=C(NCc1ccco1)c1cc2ccc(O)cc2oc1=O,2.3,14,2.9,-5,-16,-1.1,-2,1.6,16,x
CC(C)(C)NC(=O)C(c1ccncc1)N(Cc1ccco1)C(=O)c1ccc(-c2ccccc2)[nH]1 (centres undefined),0.4,-12,2.3,-7,3,-0.7,8,0.8,-3,1
COc1ccc(C(=O)c2cnc(C(C)C)n2C)cc1,0.1,17,0.5,1,-1,-0.3,-5,2.6,1,0
COc1cccc(NC(=O)CCC2CCN(C(=O)C3CC=CCC3)CC2)c1 (centres undefined),1.6,-11,0.7,0,16,-0.9,-2,2.2,-16,1
Cc1ccc(NC(=O)c2cccc(OCc3c(C)noc3C)c2)cc1S(=O)(=O)Nc1ccccc1Cl,2.3,-10,3.9,4,37,-0.4,-3,0.8,-37,-8
COc1ccc(NC(=O)CN(C)C(=O)c2ccccc2CCc2ccccc2)cc1,-1.0,-7,1.3,11,50,-3.4,0,0.7,-50,1
CCOc1ccc(NC(=O)c2cc(S(=O)(=O)N3CCOCC3)cn2C)cc1,2.8,x,2.4,0,25,-1.0,x,0.2,-25,2
O=C(CCC(=O)c1ccccc1)Nc1ccc(C(=O)O)cc1,x,x,3.3,5,-10,0.2,-2,x,10,-1
O=C(CN1CCN(S(=O)(=O)c2ccc(F)cc2)CC1)NC1CC1,3.9,1,1.4,2,-30,-0.2,-11,1.5,30,1
COc1cc(-c2nc3ccccn3c2/N=C/c2ccccc2)ccc1O,0.4,29,2.6,-7,26,-1.7,-1,2.7,-26,x
CCOCCCNC(=O)CN1CCN(c2ccc(F)cc2)CC1,-1.2,-8,0.3,-2,-4,-0.8,3,1.3,4,-3
CCCCc1cc(=O)oc2c(C)c(OCC(=O)NCCN3CCOCC3)ccc12,1.4,-1,3.5,-2,45,0.1,x,4.2,-45,-1
O=C(CSc1nc(N2CCOCC2)nc(N2CCOCC2)n1)Nc1ccccc1F,2.6,0,-0.9,-2,7,-1.4,-2,-3.3,-7,4
Cc1cc(C)c(C#N)c(SCC(=O)N(C)C2CCCCC2)n1,0.2,x,1.9,7,30,x,-7,1.1,-30,-5
Cn1cccc1C(=O)NS(=O)(=O)c1ccccc1Cl,-2.2,-5,-2.3,8,-4,-3.6,2,0.7,4,x
O=[N+]([O-])c1ccc(S(=O)(=O)NCC2COc3ccccc3O2)cc1 (centres undefined),-1.4,4,1.7,-4,-10,0.2,2,4.7,10,0
# Next compounds:
SMILES,E coli growth,MITF act,phage Ecoli inh,Tat transport,SR-BI DiI inh,CAL PDZ FP-1,CAL PDZ FP-2,AddAB inh,SR-BI DiI-HDL act,Wnt bcat act
CC1CCN(C(=O)Cn2cc(C(=O)C3CC3)c3ccccc32)CC1,1.1,7,2.7,1,16,-0.1,-1,2.1,-16,x
COc1ccc(C(=O)NCC(C)(c2ccccc2)c2ccccc2)cc1S(=O)(=O)N1CCOCC1,x,-5,0.1,1,19,-4.6,-2,x,-19,-1
COC(=O)[C@H](Cc1ccccc1)NC(=O)Nc1ccc(C)cc1,-1.1,7,1.1,1,-28,-0.3,-3,2.8,28,x
Cc1nc(-c2ccccc2)nc2[nH]c(C(C)C)cc(=O)c12,3.2,5,1.4,-3,53,-4.7,-4,2.2,-53,68*
O=C(O)CCCn1cc(NC(=O)c2cc(F)c(F)cc2Cl)cn1,-0.6,3,4.0,2,-24,0.5,2,1.2,24,3
COc1ccc(OC)c(-n2c(-c3cccc(C)c3)n[nH]c2=S)c1,1.4,3,3.4,-4,-32,-1.8,1,5.8,32,-3
CC(c1ccccc1)C1C(C#N)=C(N)OC2=C1C(=O)CCC2 (centres undefined),-2.9,6,3.6,11,x,-1.5,1,4.5,x,0
Cc1csc(/C(=N/OC(=O)c2ccco2)C(N)=O)n1,-2.1,4,3.3,-3,x,-1.7,0,0.2,x,3
COc1cccc(CNC(=O)CCCn2nc(C)c3c(C)n(-c4ccccc4)nc3c2=O)c1,-2.8,-1,1.9,20,-4,4.1,-3,-1.2,4,1
CCOC(=O)N1CCC(NC(=O)c2ccc(OC)c(CN3CC(=O)N4CCCC4C3=O)c2)CC1 (centres undefined),1.1,x,2.8,1,-21,-1.9,0,-1.2,21,-1
O=C(CSc1nc2ccc([N+](=O)[O-])cc2[nH]1)NCCc1ccccc1,-1.0,-13,x,-3,-2,-1.4,-3,0.0,2,-1
O=C(CN1CCCCCC1)Nc1ccc([N+](=O)[O-])cc1Br,-2.0,8,0.9,0,-11,-2.0,-2,3.4,11,6
N#C/C(=C/c1ccccc1[N+](=O)[O-])c1nc(C2CC2)cs1,2.6,9,5.0,6,1,-0.2,-1,4.9,-1,2
CCN(C(=O)COC(=O)c1cccn1C)C1CCS(=O)(=O)C1 (centres undefined),1.2,-7,1.2,-12,-11,-1.5,-5,4.8,11,-1
CCC(C)CCN1C(Nc2ccccc2)=NC[C@@H]1CC(C)C (some centres undefined),0.7,23,3.0,7,-8,0.9,-1,2.8,8,-3
Cc1ccc(/C=N/NC(=O)c2nnn(-c3nonc3N)c2CSc2ccccc2)o1,0.2,6,2.4,-5,2,-2.1,-3,3.9,x,-2
CC(C)(C)C1CCc2onc(C(=O)O)c2C1 (centres undefined),-4.8,-2,6.1,0,-12,-0.4,1,-0.3,12,-1
Cc1[nH]nc(N=CC2=C(O)CC(c3ccco3)CC2=O)c1-c1ccc(Cl)cc1 (centres undefined),-1.5,-2,3.0,-4,7,0.9,x,-0.2,-7,-2
O=C(O)CC(SCc1ccc(C(=O)O)o1)C(=O)O (centres undefined),1.8,1,1.4,-3,-14,-1.8,0,1.7,14,2
Cc1nnc(-c2cnn(-c3ccccc3)c2N)n1Cc1cccc(C(F)(F)F)c1,0.2,x,1.0,1,-22,-1.0,-1,2.2,22,x
CC(C)(C)NC(=O)C(c1ccncc1)N(C(=O)Cn1nnc(-c2ccc(F)cc2)n1)c1ccccc1 (centres undefined),-2.4,-7,2.5,-4,16,-0.9,1,-0.3,-16,1
COc1ccc(CNC(=O)C/C(C)=N/NC(=O)COc2ccc(Br)cc2)cc1,-1.6,-2,3.8,-7,8,-3.3,-7,2.5,-8,-3
COc1ccc(CNS(=O)(=O)c2ccc3c(c2)CCN3C(=O)C2CC2)cc1,1.7,-2,-1.9,-1,-10,-0.7,-1,2.0,10,0
Cn1c(N)c(C#N)c2c(c1=S)CSC(C)(C)C2,-0.8,-6,1.9,-1,-11,1.1,2,-0.6,11,-1
CCOC(=O)C1CCCN(c2nc3ccccc3nc2C(C#N)C(=O)OCC)C1 (centres undefined),-1.3,2,2.1,2,27,-0.2,0,3.0,-27,x

# Filtered by structure: the compounds so far containing a tert-butyl group
SMILES,E coli growth,MITF act,phage Ecoli inh,Tat transport,SR-BI DiI inh,CAL PDZ FP-1,CAL PDZ FP-2,AddAB inh,SR-BI DiI-HDL act,Wnt bcat act
CC(C)(C)NC(=O)C(c1ccncc1)N(Cc1ccco1)C(=O)c1ccc(-c2ccccc2)[nH]1 (centres undefined),0.4,-12,2.3,-7,3,-0.7,8,0.8,-3,1
CC(C)(C)C1CCc2onc(C(=O)O)c2C1 (centres undefined),-4.8,-2,6.1,0,-12,-0.4,1,-0.3,12,-1
CC(C)(C)NC(=O)C(c1ccncc1)N(C(=O)Cn1nnc(-c2ccc(F)cc2)n1)c1ccccc1 (centres undefined),-2.4,-7,2.5,-4,16,-0.9,1,-0.3,-16,1

# Next section
SMILES,E coli growth,MITF act,phage Ecoli inh,Tat transport,SR-BI DiI inh,CAL PDZ FP-1,CAL PDZ FP-2,AddAB inh,SR-BI DiI-HDL act,Wnt bcat act
Cc1cc(C)c2nc(NC(=O)c3ccc(OCC4CCCO4)cc3)sc2c1 (centres undefined),-5.2,-31,2.5,-2,63,-1.8,-1,-0.2,-63,-1
CCn1nnc2cc(C(=O)Nc3cccc(S(=O)(=O)N(C)C)c3)ccc21,-1.6,3,2.6,4,45,-1.9,-2,3.5,-45,2
CCCNS(=O)(=O)c1cc2c(cc1Br)CCN2C(=O)CC,x,-1,1.5,0,1,-0.2,2,x,-1,-2
Cc1cc(C)c2c3c(sc2n1)C(=O)N(Cc1ccccc1)CC(=O)N3,2.6,x,-0.3,-3,10,-1.1,-4,3.9,-10,-5
O=C(Nc1ccc2[nH]ccc2c1)c1ccccc1,-2.0,38,3.7,2,1,1.1,1,2.0,-1,-3
CCOC(=O)c1c(-c2ccc(OC)cc2)csc1NC(=O)CSc1ncnc2sccc12,1.3,-21,2.4,0,21,-1.9,0,3.5,-21,x
COc1ccc(N2CCN(CCCNC(=O)CN3CCN(Cc4ccccc4C)C3=O)CC2)cc1,-0.9,-6,2.8,-3,-7,-0.9,0,1.8,7,x
O=C(O)C1CC(O)CN1S(=O)(=O)c1ccc2ccccc2c1 (centres undefined),-1.6,1,3.1,-3,-15,-1.2,-3,2.7,15,0
CC1CCN(C(=O)CN2C(=O)C(C)(C)Oc3ccc(C(=O)NC(C)C)cc32)CC1,3.3,-6,-0.7,-4,45,-0.2,x,-0.7,-45,0
COC(=O)c1ccc(Cl)c(NS(=O)(=O)c2ccc3c(c2)OCCO3)c1,-0.5,-1,-0.1,-3,-29,-0.9,-4,1.1,29,x
O=C(OCC(=O)N1CCN(S(=O)(=O)c2ccc(Cl)cc2)CC1)c1ccc([N+](=O)[O-])o1,3.0,-15,1.5,-4,-8,1.5,-2,6.3,8,-2
O=C(NCc1ccc(Cl)cc1)C(=O)NCC1OCCCN1S(=O)(=O)c1cccs1 (centres undefined),-1.9,-6,1.4,-10,0,-0.7,x,-0.6,0,-3
CN(Cc1ccon1)Cc1cn(Cc2ccccc2)nc1-c1ccc2c(c1)OCO2,-3.4,0,1.1,9,-21,-2.2,4,-1.4,21,-3
